# Assay outcomes (PubChem)
# Dengue-2 NS5 capping = flavivirus cap methylation enzyme inhibition – biochemical, confirmation dose response, primary screen (AID 588689) | inhibition, % at 25 µM, or IC50 in µM where a hit was titrated | Dengue-2 NS5 methyltransferase capping enzyme assay, biochemical; higher % means a stronger effect | 340,000 compounds, 0.3% hits; in the data active = a potency from the dose series; inconclusive = inhibition above about 29% without an active follow-up result
# RSV CPE inhibition = inhibition of RSV-induced cytopathic effect – HEp-2 cells, primary 10 µM value included (AID 2391); one-dose CPE inhibition, % at 10 µM; IC50 in µM for titrated hits; 310,000 compounds, 0.13% hits; HEp-2 cells, RSV-induced CPE inhibition; higher % means a stronger effect; in the data active = a potency from the dose series; inconclusive = CPE inhibition mostly from about 23% at the one dose, without a potency; inactive = the rest, 99 in 100 with CPE inhibition below about 21%; also: strong numbers were not always called active
# Large T inhibition = TAg ATPase/helicase activity blockers – biochemical (AID 1903); one-dose inhibition, % at 20 µM; IC50 in µM for titrated hits; 310,000 compounds, 0.39% hits; SV40 large T antigen ATPase/helicase inhibition assay; higher % means a stronger effect; in the data active = a potency from the dose series; inconclusive = inhibition mostly from about 32% at the one dose, without a potency; inactive = the rest, 99 in 100 with inhibition below about 32%; also: strong numbers were not always called active
# WT yeast gro inh = growth inhibition of WT yeast, mitochondrial fusion screen. mitochondrial fusion phenotypic screen, WT strain. inhibition, % at 10 µM. 190,000 compounds, 2.1% hits. AID 1362; in the data active = inhibition above about 58%; tested in S. cerevisiae
# CSM14.1 death rescue = rescue of cells from ER stress-induced death, primary screen, 384-well, CSM14.1, thapsigargin, ATP luminescence (AID 1222). CSM14.1 thapsigargin-induced death rescue, ATP luminescence; higher % means a stronger effect. cellular ATP content (survival), % at 20 µM; hits with a dose series show EC50 in µM. 190,000 tested, under 10 active;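 active = EC50 below 50 µM in the dose-response confirmation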;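 also: death triggered by thapsigargin at about 15 µM added after 2 h compound pretreatment; cell ATP read after overnight thapsigargin exposure of roughly 18 to 22 hours; normalized against plate controls of thapsigargin alone and 5% DMSO vehicle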
# XIAP antagonists = small molecules displacing peptide from XIAP – biochemical, IAP family, fluorescence polarization (AID 1018); XIAP BIR domain, fluorescence polarization peptide displacement; higher % means a stronger effect; displacement, % at 20 µM; hits with a dose series show IC50 in µM; 200,000 compounds, 0.007% hits; in the data active = displacement above about 50%; also: a part of the inactive calls stands beside numbers as strong as those of hits
# Yfh1-depleted yeast = mitochondrial function rescue without frataxin homolog – Friedreich's ataxia, plus single-dose screen, dose response (AID 1465); S. cerevisiae Yfh1-off respiration, WST-1 reduction, 72 h; higher fold induction means a stronger effect; one-dose fold induction at 50 µM; EC50 in µM for titrated hits; 220,000 compounds, 0.074% hits;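 active = fold induction of absorbance versus untreated yeast above a set limit, then at least 30% activation at any dose in follow-up; inconclusive = repeats straddling the limit, or above it without dose testing; inactive = fold induction below the set limit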;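 also: activators that raise dye reduction in frataxin-depleted yeast; strong numbers were not always called active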
# West Nile virus CPE = inhibition of WNV-induced cytopathic effect – cell-based, CPE readout (AID 1621). 290,000 compounds, 0.02% hits. West Nile virus-infected cells, CPE inhibition; higher % means a stronger effect. one-dose CPE inhibition, % at 10 µM; IC50 in µM for titrated hits; in the data active = a potency from the dose series; inconclusive = CPE inhibition mostly from about 3.7% at the one dose, without a potency; inactive = the rest, 99 in 100 with CPE inhibition below about 2.2%; also: strong numbers were not always called active
# UTI89 phage lysis = inhibition of K1F phage lysis, E. coli UTI89, bacterial capsule biogenesis inhibitors, alamar blue (AID 488966). E. coli UTI89 K1F phage lysis, alamar blue, 2 h; higher % means a stronger effect. inhibition, % at 100 µM; hits with a dose series show IC50 in µM. 340,000 compounds, 0.02% hits;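 active = phage lysis inhibition, versus mean bacterial control, above a set limit; inconclusive = no clear call, values can overlap the other calls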;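 also: capsule biogenesis inhibitors block K1F phage lysis so surviving cells raise fluorescence; higher fluorescence means more inhibition of phage lysis; actives were called in the ten point dose series up to 300 µM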
# WT yeast gro inh mutant strain = further read-out of WT yeast gro inh, marked with its call; inhibition, %; mitochondrial fusion phenotypic screen, mutant strain inhibition
# Dengue-2 NS5 capping pilot replicate = also measured in Dengue-2 NS5 capping; calls as there; inhibition, %; measured here: pilot screen replicate inhibition
# * hit, by the source's call; i = inactive; ? = inconclusive; / = no result given; [ ] = remark or other dose.
SMILES,Dengue-2 NS5 capping,RSV CPE inhibition,Large T inhibition,WT yeast gro inh,WT yeast gro inh mutant strain,CSM14.1 death rescue,XIAP antagonists,Yfh1-depleted yeast,West Nile virus CPE,UTI89 phage lysis,others
O=C(c1cc2ccccc2oc1=O)N(Cc1cccs1)C1CCS(=O)(=O)C1 (stereo not drawn),-7%,0.7%,5%,-6,-10,2.3%,2.0%,i,-0.4%,0.3%,
CN(Cc1ccco1)S(=O)(=O)c1nnc(NC(=O)c2ccccc2Cl)s1,25%,4.0%,31%,/,/,/,/,/,-0.1%,0.1%,
Cc1cc(O)c2c(-c3ccccc3)cc(=O)oc2c1,-3%,2.3%,4%,12,4,-2.3%,-2.9%,/,-0.3%,-0.7%,
COc1ccc(C(CC(=O)N2CCCCC2)NC(=O)C(F)(F)F)cc1 (stereo not drawn),-3%,0.1%,22%,-6,3,/,-8.5%,i,-0.3%,1.0%,
COc1ccc(-c2noc(N3CCCC(C(=O)Nc4ccc(C(C)=O)cc4)C3)n2)cc1 (stereo not drawn),8%,1.3%,7%,/,/,/,/,/,0.2%,-0.1%,
O=C(c1cccs1)N1CCN(CCc2ccccc2)CC1,-2%,-1.1%,2%,7,15,/,-5.2%,i,-0.8%,8.9%,
CCOC(=O)N1CCC(=C(C#N)C(=O)Nc2cc(OC)ccc2OC)CC1,-1%,0.0%,16%,-1,-6,-2.3%,-5.0%,i,-0.2%,3.9%,
NNc1nc(Nc2ccccc2)nc(N2CCCCC2)n1,-1%,3.3%,14%,20,3,-2.3%,0.0%,i,-0.5%,3.2%,
Cc1ccc(OCC(=O)Nc2nnc(S(=O)(=O)N3CCCCCC3)s2)cc1C,-2%,5.3%,/,/,/,/,/,/,-0.3%,-0.8%,
CC1(c2ccccc2)CC(C)(C)N(C(=O)C2CCCO2)c2ccccc21 (stereo not drawn),-1%,?,7%,42,30,-0.6%,-4.9%,i,0.3%,-0.3%,

# Brought forward from above: 2 compounds, then new ones.
SMILES,Dengue-2 NS5 capping,RSV CPE inhibition,Large T inhibition,WT yeast gro inh,WT yeast gro inh mutant strain,CSM14.1 death rescue,XIAP antagonists,Yfh1-depleted yeast,West Nile virus CPE,UTI89 phage lysis,others
Cc1ccc(OCC(=O)Nc2nnc(S(=O)(=O)N3CCCCCC3)s2)cc1C,-2%,5.3%,/,/,/,/,/,/,-0.3%,-0.8%,
CC1(c2ccccc2)CC(C)(C)N(C(=O)C2CCCO2)c2ccccc21 (stereo not drawn),-1%,?,7%,42,30,-0.6%,-4.9%,i,0.3%,-0.3%,
CS(=O)(=O)N(CCc1ccccc1)CC(=O)N1CCCCC1,-4%,-0.5%,-3%,3,3,-2.9%,-5.7%,i,0.0%,0.4%,
COc1ccccc1-n1cnnc1SCC(=O)N1CCOCC1,-2%,1.4%,4%,/,/,/,/,/,-0.1%,-0.4%,
CCCCOC(=O)CCCc1ccc([N+](=O)[O-])cc1[N+](=O)[O-],/,0.4%,12%,16,14,/,-12%,i,-0.6%,-0.2%,
Cc1ccc(-n2nnnc2SCC#N)cc1,-9%,3.3%,13%,-6,6,-0.5%,-4.1%,i,0.4%,1.1%[50 µM],
Cc1ccc(COc2coc(CN3CCN(C(=O)c4ccco4)CC3)cc2=O)cc1,-2%,-2.8%,12%,/,/,/,/,/,/,1.2%[50 µM],
Cc1cccc(NS(=O)(=O)c2ccc(C3CCCCC3)cc2)c1,-2%,0.7%,-4%,74*,24*,-0.8%,-4.2%,i,1.4%,-0.1%,
COc1ccc(N2CCN(C(=O)CCSCc3ccccc3F)CC2)cc1,6%,2.3%,5%,20,22,-0.5%,-5.0%,i,-1.8%,-0.2%,
COC(=O)c1ccccc1NC(=O)N1CCCC1,3%,0.1%,6%,55,57,-1.2%,-2.6%,i,0.1%,2.2%,
CCOC(=O)C1=C(c2ccccc2)OC(N)=C(C#N)C1c1cccs1 (stereo not drawn),-2%,0.7%,7%,-4,-10,-2.0%,-6.0%,i,-0.4%,3.0%,
COc1ccc(C2NC(=O)c3ccccc3N2)cc1OC (stereo not drawn),-1%,3.4%,2%,-3,-4,-0.1%,-3.9%,/,/,0.2%,
O=c1c2[nH]c3ccc(F)cc3c2ncn1Cc1ccncc1,3%,3.1%,7%,/,/,/,/,i,-0.1%,0.2%,
Cc1ccn(CC(=O)N2N=C(C(F)F)CC2(O)C(F)F)n1 (stereo not drawn),-5%,2.1%,10%,-2,-37,-2.3%,-5.1%,i,0.3%,1.9%,
COc1ccccc1CN1C(=O)CN(C2CCCC2)C(=O)C1c1ccc(F)cc1 (stereo not drawn),-10%,0.6%,-1%,0,-20,-0.3%,-5.1%,i,-1.0%,-0.1%,
O=C1CSC(c2cccnc2)N1Cc1ccc(Cl)cc1 (stereo not drawn),-5%,-1.1%,12%,/,/,/,/,i,-0.2%,3.5%,
Cc1cccc(C(=O)c2cn[nH]c2-c2ccc(C)cc2O)c1,1%,2.5%,10%,/,/,/,/,/,-0.2%,-0.4%,
Cc1cccc(NC(=O)CCC(=O)N/N=C/c2cccnc2)c1,-3%,0.9%,11%,/,/,/,/,/,-0.5%,0.0%,
Cc1nc2nc(-c3ccc(F)cc3)cn2nc1C,-3%,5.2%,10%,/,/,/,/,/,-0.5%,-0.2%[50 µM],
Cc1cccc(N(C(=O)c2ccc(CN3CCOCC3)o2)C(C(=O)NC2CCCCC2)c2ccc(F)cc2)c1 (stereo not drawn),7%,-2.6%,-2%,8,-8,1.4%,-5.4%,i,-0.4%,0.3%,
CCCc1cc(=O)oc2cc(C)cc(OCC(=O)NCc3cccnc3)c12,-5%,0.5%,9%,/,/,/,/,/,0.1%,0.2%,
CSc1ccccc1OCc1cc(C(=O)NCCn2ccnc2C)no1,-4%,-1.0%,13%,/,/,/,/,/,-0.7%,-0.3%,
CC1CCN(CC(C)OC(=O)c2ccco2)CC1 (stereo not drawn),-2%,1.5%,-2%,/,/,/,/,/,0.1%,0.2%,
NC(=S)NNC(=O)c1cccc(Br)c1,/,0.6%,9%,0,4,0.2%,-2.3%,i,-0.3%,/,
Cc1cnc(NC(=O)C2COc3ccccc3O2)s1 (stereo not drawn),-5%,4.2%,3%,22,12,-2.8%,-21%,i,0.1%,5.8%,
CCN(CC)S(=O)(=O)c1cc([N+](=O)[O-])ccc1NNC(=O)Nc1ccccc1OC,-2%,1.8%,7%,3,16,-1.1%,-5.4%,i,-0.3%,-2.0%,
COc1ccc(CC(=O)N2CCN=C2SCc2cccc([N+](=O)[O-])c2)cc1,5%,1.6%,19%,19,6,-0.1%,-3.1%,i,-0.3%,0.3%,
O=C(CN1C(=O)C2CC=CCC2C1=O)Nc1ccc(S(=O)(=O)Nc2nccs2)cc1 (stereo not drawn),3%,-2.8%,11%,/,/,/,/,i,-0.5%,-0.5%[50 µM],
CNc1nc(Cl)c(SC)c(NCc2ccc(F)cc2)n1,1%,0.8%,8%,/,/,/,/,/,-0.6%,0.8%,
c1ccc2c(Nc3ccc(N4CCOCC4)cc3)nc(N3CCOCC3)nc2c1,/,-1.2%,28%,/,/,/,/,/,-2.4%,-1.1%,
O=C(O)c1ccc(S(=O)(=O)NCC2CCCO2)cc1 (stereo not drawn),-3%,1.0%,15%,/,/,/,/,/,-0.5%,0.0%,Dengue-2 NS5 capping pilot replicate=-4.6
C=CCn1c(SCC(=O)N2CCc3ccccc3C2)nc2sc(C)cc2c1=O,-2%,15%,6%,10,10,2.9%,-5.9%,i,0.1%,0.2%,
CCCCN(CCCC)C(=O)CSc1nnc(-c2cc(OC)c(OC)c(OC)c2)o1,-8%,1.7%,-1%,-2,-3,-1.4%,-5.5%,i,0.2%,5.7%,
COc1ccc(CN2C(=O)c3ccccc3C2C(=O)NCc2cccnc2)c(OC)c1 (stereo not drawn),6%,0.7%,15%,-6,0,1.2%,-3.9%,i,-0.1%,-0.7%,
CCN(CC)CCCNC(=O)Cn1cnc2sc(C)c(S(=O)(=O)N3CCC(C)CC3)c2c1=O,1%,-0.1%,3%,/,/,/,/,/,0.0%,0.1%,
O=C(NCCN1C(=O)S/C(=C/c2ccccc2)C1=O)C1CCCN1C(=O)c1cccs1 (stereo not drawn),2%,1.9%,3%,-18,-4,0.9%,-1.8%,i,-1.1%,4.9%,
CCS(=O)(=O)N1CCN(c2ccc(Cl)cc2[N+](=O)[O-])CC1,-3%,5.2%,6%,8,-18,-1.3%,-4.7%,i,-1.2%,1.7%,
CC(=O)NC(Cc1ccc(F)c(F)c1)C(=O)NC1CCN(c2c(Cc3ccccc3)c(C)nc3ncnn23)CC1 (stereo not drawn),0%,-0.3%,-2%,-8,-15,3.6%,-10%,i,1.5%,0.1%,
O=C1CC(=O)Nc2cc(S(=O)(=O)N3CCOc4ccccc43)ccc2N1,0%,0.8%,11%,/,/,/,/,/,0.2%,0.6%,
Cc1ccc2nc(N3C(=O)C(O)=C(C(=O)c4cc5ccccc5o4)C3c3cccs3)sc2c1 (stereo not drawn),-2%,19%,5%,-4,12,-1.2%,-1.4%,/,/,0.4%,
CCOc1ccccc1N(CC(=O)Nc1cc(OC)ccc1OC)S(=O)(=O)c1ccccc1,-6%,4.0%,8%,/,/,/,/,/,-0.8%,0.3%,
CCN(CC(=O)Nc1ccc(OC)cc1)C(=O)c1cc(-c2cccs2)nn1-c1ccccc1,-4%,1.9%,8%,/,/,/,/,/,/,-0.2%[50 µM],
Cn1c(SCc2ccc(C#N)cc2)nnc1-c1cccc(Cl)c1,1%,1.4%,19%,3,20,1.0%,-1.8%,i,0.3%,0.3%,Dengue-2 NS5 capping pilot replicate=2.4
COC(=O)c1cc(=O)n2c(-c3ccc(OC)cc3)csc2n1,9%,0.9%,4%,-18,-20,-2.2%,-2.9%,i,0.1%,1.1%,
COc1ccc(-n2ncc3c(SCC(=O)NNC(C)=O)ncnc32)cc1,-7%,5.7%,16%,/,/,/,/,/,0.4%,0.3%,
CC(C)c1ccc2oc(=O)cc(CN3CCN(Cc4ccccc4)CC3)c2c1,-10%,0.9%,26%,/,/,/,/,/,-1.5%,0.2%,
Cc1cccc(OCCN2C(=O)C(=O)c3cccc(C)c32)c1,-4%,3.9%,5%,-10,18,-1.7%,-7.9%,i,-1.1%,1.0%[50 µM],
Cc1ccc(N2C(=O)N(CC(=O)C(C)(C)C)c3ccccc3S2(=O)=O)cc1,/,/,2%,2,-11,-0.4%,-3.6%,i,-0.3%,/,
CC1=CC2=NC(=O)/C(=C\c3cc(C)n(-c4ccccc4F)c3C)C(=N)N2O1,-7%,2.0%,10%,6,9,-2.0%,-9.8%,i,-0.9%,3.1%[50 µM],
